Compound activity as filed in PubChem.
Pin1 inhibitor – qHTS Assay to Find Inhibitors of Pin1; Pin1 FP peptide displacement, HiFluor488, 10 min; Potency, µM (series often up to 115 µM), inactives show at the top dose activity, negative = inhibition, usual class: inhibitors; 390,000 compounds, 0.009% hits; active = well fitted inhibition curve with a large enough effect in the polarisation, with a control signal flat, not every such curve was filed as active; inconclusive = small, poorly fitted or top-dose-only effect, or effect the other way, or a change in a side signal; inactive = no such curve, though single readings can be large or run the other way; the % refers to the polarisation; note: potency is the fitted concentration of half-maximal effect; % is set by controls: 0 for no effect and ±100 for the full control effect
Target sequence (Q13526 whole entry, looked up): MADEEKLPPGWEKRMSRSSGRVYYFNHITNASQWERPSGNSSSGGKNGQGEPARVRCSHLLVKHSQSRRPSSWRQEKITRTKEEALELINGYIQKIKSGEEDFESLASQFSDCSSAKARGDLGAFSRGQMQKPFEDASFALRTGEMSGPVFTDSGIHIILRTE
GLS inhibitor – qHTS for Inhibitors of Glutaminase (GLS). Glutaminase kidney isoform, mitochondrial (Homo sapiens), O94925. GLS enzymatic activity, qHTS titration. Potency, µM (titrated, usually from 45.5 µM), for inactives: at the top dose activity change, negative = inhibition, most hits filed as inhibitors. 410,000 compounds, 0.21% hits. AID 624170, 2012; note: potency is the fitted concentration of half-maximal effect; % is set by controls: 0 for no effect and ±100 for the full control effect
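Read-out is an Amplex red fluorescence increase coupled through glutamate oxidase and HRP, measured before and after 30 min room-temperature incubation. hKGA is in 45 mM KH2PO4 (pH 8.2) with 0.02% Tween-20; glutamine added as 1mM solution.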
G9a block – qHTS Assay for Inhibitors of Histone Lysine Methyltransferase G9a | Histone-lysine N-methyltransferase EHMT2 (Homo sapiens), Q96KQ7 | G9a H3K9 monomethylation, AlphaScreen, 2 h | Potency, µM (doses to about 102 µM), inactives show at the top dose activity, negative = inhibition, usual class: inhibitors | 350,000 compounds, 8.8% hits; note: potency is the fitted concentration of half-maximal effect; % is set by controls: 0 for no effect and ±100 for the full control effect; nearly all actives have a fitted effect of over 75% in size
Target sequence (Q96KQ7 913-1193 limits assumed): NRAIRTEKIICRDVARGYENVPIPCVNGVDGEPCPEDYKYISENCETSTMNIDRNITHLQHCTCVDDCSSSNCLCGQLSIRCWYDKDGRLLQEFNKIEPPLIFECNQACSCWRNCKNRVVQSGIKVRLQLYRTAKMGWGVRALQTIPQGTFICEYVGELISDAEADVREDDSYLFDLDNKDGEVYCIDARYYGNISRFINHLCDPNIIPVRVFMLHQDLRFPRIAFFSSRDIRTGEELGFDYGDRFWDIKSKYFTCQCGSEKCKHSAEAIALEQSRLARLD
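Methyltransferase reactions run at room temperature for 2 h (20 nM enzyme, 500 nM biotin-H3K9 peptide, 20 uM SAM) after a 15 min compound preincubation; product detected by AlphaScreen beads and anti-H3K9me1 antibody.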
PI4K2A block – qHTS for small molecular inhibitors of PI4K2A; activity change, negative = inhibition, % at 76.9 µM; 420,000 compounds, 0.13% hits; AID 1346378, 2018; Phosphatidylinositol 4-kinase type 2-alpha (Homo sapiens), Q9BTU6; purified PI4K2A, ADP-Glo luminescence, 1 h; active compounds read low; in the data active = activity change below about -50%; inconclusive = mostly about -30% to -49%;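 note: -100% = wells without enzyme as full effect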
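PI4K2A activity was measured by ADP-Glo luminescence: enzyme (4 ug/mL stock) and phosphatidylinositol (1.2 mM stock) in Tris pH 7.5/MgCl2/EGTA/Triton X-100 buffer were reacted with ATP (300 microM stock) for one hour at ambient temperature.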
BAZ2B block – qHTS Assay for Inhibitors of BAZ2B. Bromodomain adjacent to zinc finger domain protein 2B (Homo sapiens), Q9UIF8. AlphaScreen BAZ2B-H3K14Ac peptide displacement. Potency, µM (highest dose often 114 µM), for the others: at the highest dose activity change, negative = inhibition, actives largely listed as inhibitors. 360,000 compounds, 4.4% hits. AID 504333, 2011; note: potency is the fitted concentration of half-maximal effect; % is set by controls: 0 for no effect and ±100 for the full control effect; nearly all actives have a fitted effect of over 60% in size
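AlphaScreen displacement of biotin-H3(5-23)K14Ac peptide (50 nM final) from BAZ2B (50 nM final) in PBS pH 7.4, 0.01% Tween-20; complex preformed 30 min RT, then compounds (top 110 uM) 30 min RT, beads 20 min dark.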
JMJD2A Tudor – qHTS Assay for Inhibitors of JMJD2A-Tudor Domain; Lysine-specific demethylase 4A (Homo sapiens), O75164; AlphaScreen JMJD2A-Tudor / H3K4me3 peptide binding; Potency, µM (series often up to 114 µM), for the others: at the top dose activity change, negative = inhibition, hits mostly inhibitors; 390,000 compounds, 4.4% hits; note: potency is the fitted concentration of half-maximal effect; % is set by controls: 0 for no effect and ±100 for the full control effect; nearly all actives have a fitted effect of over 50% in size
HP1b chromo inh – HTS for Inhibitors of HP1-beta Chromodomain Interactions with Methylated Histone Tails. AlphaScreen HP1-beta / biotin-H3K9me3 peptide binding. Potency, µM (doses to about 114 µM), without a hit: at the highest dose activity change, negative = inhibition, usual class: inhibitors. Chromobox protein homolog 1 (Homo sapiens), P83916. 390,000 compounds, 0.56% hits; note: potency is the fitted concentration of half-maximal effect; nearly all actives have a fitted effect of over 70% in size; inactives centre near 23
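AlphaScreen: HP1-beta (50 nM) preformed 30 min with biotin-H3(1-18)K9me3 peptide (50 nM) in PBS pH 7.4, 0.01% Tween-20. Compound added for 30 min at RT, then streptavidin donor/nickel chelate acceptor beads (10 ug/mL) for 30 min.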
ERG-DNA inh – qHTS for Small Molecule Inhibitors of the ERG Ets/DNA interaction. Potency, µM (doses to about 76.9 µM), without a hit: at the highest dose FP activity, negative = inhibition, most hits filed as inhibitors. fluorescence polarization, His-ERG Ets domain / labelled DNA. AID 624246, 2012. Transcriptional regulator ERG (Homo sapiens), P11308. 370,000 compounds, 0.028% hits; active = well fitted inhibition curve with a large enough effect in the polarisation, with a control signal flat; inconclusive = small, poorly fitted or top-dose-only effect, or effect the other way, or a change in a side signal; inactive = no such curve, though single readings can be large or run the other way; the % refers to the polarisation;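 note: polarization taken with two DNA probes labelled with fluorescein and Texas red; potency is the fitted concentration of half-maximal effect; % of control where 0% means no effect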
Target sequence (P11308 whole entry, looked up, the tested form may be a part): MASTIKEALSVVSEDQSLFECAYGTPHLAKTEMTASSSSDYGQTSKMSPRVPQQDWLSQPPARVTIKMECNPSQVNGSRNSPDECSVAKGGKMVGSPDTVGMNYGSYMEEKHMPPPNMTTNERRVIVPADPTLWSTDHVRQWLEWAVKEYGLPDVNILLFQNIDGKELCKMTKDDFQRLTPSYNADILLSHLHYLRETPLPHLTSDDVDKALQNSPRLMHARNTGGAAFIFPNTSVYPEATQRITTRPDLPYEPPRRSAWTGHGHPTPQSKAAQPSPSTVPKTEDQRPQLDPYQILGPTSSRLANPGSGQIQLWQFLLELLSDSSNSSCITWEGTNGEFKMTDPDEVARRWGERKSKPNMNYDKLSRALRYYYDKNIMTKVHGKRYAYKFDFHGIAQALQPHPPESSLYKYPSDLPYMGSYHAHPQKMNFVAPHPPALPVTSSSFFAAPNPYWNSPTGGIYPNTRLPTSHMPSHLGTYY
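His-tagged ERG Ets domain (1 uM in the protein solution; 300mM KCl, 50mM Tris-HCl, 1mM EDTA, 1mM DTT, pH 7.5) received compound, then a probe mix of 5 nM fluorescein-DNA and 100nM Texas-615-DNA. Fluorescence polarization was read for both dyes.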
Tb PGK inh – qHTS Assay to Find Inhibitors of Phosphoglycerate Kinase; PGK/GAPDH coupled, Kinase-Glo luminescence, 60 min; Potency, µM (doses to about 57.5 µM), for the others: at the top dose activity change, negative = inhibition, most hits filed as inhibitors; 380,000 compounds, 0.043% hits; note: potency is the fitted concentration of half-maximal effect; % is set by controls: 0 for no effect and ±100 for the full control effect; nearly all actives have a fitted effect of over 60% in size
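Luminescent ATP detection (Kinase-Glo Plus) follows a 60-minute room-temperature incubation, with wells lacking PGK as controls. Buffer: 100 mM TEA (pH 7.6), 5 mM MgCl2, 0.01% Tween-20. Coupling enzyme GAPDH (100 nM final) supplies unstable 1,3-BPG in-well.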
* marks the source's active call; other numbers are inactive results; i = inactive; ? = inconclusive; . = not tested or not shown; [ ] = remark or other dose. Unless noted, calls come from the whole dose curve; as a rule, active = well fitted curve in the direction sought with a large enough effect; inconclusive = small, poorly fitted or top-dose-only effect, or another doubt; inactive = no such curve, though single readings can be large; an effect the other way counts as inactive or inconclusive.

SMILES | Pin1 inhibitor | GLS inhibitor | G9a block | PI4K2A block | BAZ2B block | JMJD2A Tudor | HP1b chromo inh | ERG-DNA inh | Tb PGK inh
Cc1c(NC(=O)CSc2ccc3c(c2)OCCO3)c(=O)n(-c2ccccc2)n1C | 0% | ? | -24% | -4 | 19% | 50µM* | ? | -8% | 3%
CC1CCCN(C(=O)c2cc(F)c(F)cc2Cl)C1 (stereo not drawn) | 5% | -5% | -10%[59 µM] | 0 | -6% | -8% | 27% | -1% | -6%
CCCC(=O)N(c1ccc2oc(-c3ccccc3)c(C(=O)OCC)c2c1)S(=O)(=O)c1ccc(C)cc1 | -5% | -8% | -17%[59 µM] | -6 | -1% | -25% | 66%[activator] | 6% | -2%
CCOC(=O)c1ccc(NC(=O)c2nsc3ccccc23)cc1 | 24% | 8% | 3.2µM* | -22 | 50%[activator] | 64%[activator] | 86%[activator] | -4% | .
Cc1ccc(C)c(OCC(=O)Nc2cccc(C(=O)O)c2)c1C | 2% | . | ? | -7 | 3% | 17% | 21% | -24% | -2%
CN(C)/C=N/c1ncc(C(=O)c2ccc3ccccc3c2)s1 | 1% | -17% | 10% | -1 | -1% | -5% | 14% | -3% | -8%
O=C(CCS(=O)(=O)c1nc(-c2cccs2)cc(C(F)(F)F)n1)Nc1ccc(F)c(Cl)c1 | 9% | 0% | -36%[59 µM] | 3 | 6% | -2% | 45%[activator] | 0% | 2%
CCCN1C(=O)C(Cc2nc3ccccc3c(=O)n2CC)c2ccccc21 (stereo not drawn) | -7% | 2% | -4%[59 µM] | 2 | -13% | -17% | 24% | 1% | .
CCC(=O)N1CCc2cc(CNS(=O)(=O)c3ccccc3F)ccc21 | -6% | -14% | 2%[59 µM] | -5 | 6% | 9% | 28%[57 µM] | 0% | 8%
Cc1ccc(C)c(NC(=O)CSc2nnc([C@@H]3CCCN3C(=O)OC(C)(C)C)o2)c1 | -2% | -3% | 11% | -12 | -23% | -23% | 71%[activator] | 13% | -9%
C=CCNc1nc(N)c([N+](=O)[O-])c(Nc2ccccc2OC)n1 | -4% | -1% | 0% | 0 | -2% | -19% | 19% | 3% | -5%
COc1ccc(S(=O)(=O)N2CCOCC2)cc1NC(=O)CCc1cc(OC)c(OC)c(OC)c1 | 1% | -2% | -4%[59 µM] | 3 | 6% | -25% | 11% | -9% | i
Cc1ccc(S(=O)(=O)CC(=O)N2CC(C)OC(C)C2)cc1 (stereo not drawn) | -11% | 1% | 39% | -3 | -11% | ? | 48%[activator] | -13% | -2%
Cc1ccc(S(=O)(=O)N2C(=O)CCC2C(N)=O)cc1 (stereo not drawn) | -5% | 0% | 5% | -7 | 2% | -13% | 12% | 17% | -4%
Cc1cc(C)n(CCc2nc(-c3ccc(F)cc3)cs2)n1 | 0% | 8% | -6%[59 µM] | -7 | -6% | 2% | 22% | -7% | -13%
CCOC(=O)C1CCN(S(=O)(=O)c2ccc(C(=O)OC)cc2)CC1 | -3% | -2% | 5%[59 µM] | 2 | 6% | -7% | 25% | . | -7%
Cc1ccc(Cn2c(CCCNC(=O)c3ccco3)nc3ccccc32)cc1 | -5% | -6% | -19%[59 µM] | 0 | -27% | -5% | 12% | -2% | -6%
C=CCOc1ccccc1CNc1ccc2c(c1)OCCO2 | 0% | ? | 8.9µM* | -11 | 71µM* | 50µM* | ? | 7% | 0%
COC(=O)c1cc(-c2ccc(S(=O)(=O)N3CCCC3)cc2)c(C(F)(F)F)s1 | -6% | 4% | . | 1 | ? | 16% | 55%[activator] | 7% | -8%
COc1cc2c(cc1OC)CN(C(=O)c1ccc3nc[nH]c3c1)CC2 | 2% | 0% | 7% | 0 | -35% | -8% | 55%[activator] | 2% | 2%
CC(C)(C)NC(=O)C(=O)NNC(=O)c1cccc([N+](=O)[O-])c1 | -1% | -12% | 10% | 0 | ? | ? | 17% | -5% | -8%
CCC1(c2ccccc2)SC(=O)NC1=O (stereo not drawn) | -3% | 7% | . | 4 | . | -10% | 32% | . | 6%
O=C(Nc1ccc(C(F)(F)F)cc1)C1CCCCN1S(=O)(=O)c1ccccc1 (stereo not drawn) | -4% | 1% | 1%[2.33 µM] | 2 | 1% | -10% | 42%[activator] | . | i
CCCN1C(=O)c2[nH]nc(-c3ccc(F)cc3)c2C1c1ccccn1 (stereo not drawn) | ? | 1% | 8%[59 µM] | -1 | -3% | 2% | 52%[activator] | -1% | .
COc1ccc2c(=O)c3c(=O)n(CCc4ccccc4)c(C)nc3oc2c1 | 31%[activator] | 2% | . | 0 | . | -12% | 23% | -8% | 1%

Two entries picked at random from those above:
SMILES | Pin1 inhibitor | GLS inhibitor | G9a block | PI4K2A block | BAZ2B block | JMJD2A Tudor | HP1b chromo inh | ERG-DNA inh | Tb PGK inh
O=C(Nc1ccc(C(F)(F)F)cc1)C1CCCCN1S(=O)(=O)c1ccccc1 (stereo not drawn) | -4% | 1% | 1%[2.33 µM] | 2 | 1% | -10% | 42%[activator] | . | i
COc1ccc2c(=O)c3c(=O)n(CCc4ccccc4)c(C)nc3oc2c1 | 31%[activator] | 2% | . | 0 | . | -12% | 23% | -8% | 1%

Filtered by structure, the compounds so far containing a nitro group on carbon
SMILES | Pin1 inhibitor | GLS inhibitor | G9a block | PI4K2A block | BAZ2B block | JMJD2A Tudor | HP1b chromo inh | ERG-DNA inh | Tb PGK inh
C=CCNc1nc(N)c([N+](=O)[O-])c(Nc2ccccc2OC)n1 | -4% | -1% | 0% | 0 | -2% | -19% | 19% | 3% | -5%
CC(C)(C)NC(=O)C(=O)NNC(=O)c1cccc([N+](=O)[O-])c1 | -1% | -12% | 10% | 0 | ? | ? | 17% | -5% | -8%

Further compounds
SMILES | Pin1 inhibitor | GLS inhibitor | G9a block | PI4K2A block | BAZ2B block | JMJD2A Tudor | HP1b chromo inh | ERG-DNA inh | Tb PGK inh
CSCCC(NC(=O)COc1ccccc1)C(=O)N1CCOCC1 (stereo not drawn) | 2% | 1% | 45%[12.7 µM] | -5 | -1% | -16% | 31% | 0% | -5%
COc1ccc(C2=CSC3=C(C(=O)c4cccc(S(=O)(=O)N(C)C)c4)CCN23)cc1 | 14% | 10% | 8.9µM* | -6 | -27% | ? | 14% | 11% | -2%
CC(=O)c1cccc(NC(=O)c2nccnc2C(=O)O)c1 | -3% | 1% | ? | 8 | -10% | 20µM* | 15% | 9% | i
Cc1ccc(S(=O)(=O)NC(CC(C)C)C(=O)N2CCC(C)CC2)cc1 (stereo not drawn) | 1% | -2% | -2% | -5 | -4% | -4% | 23% | 1% | -2%
Cc1cc(S(=O)(=O)N2CCN=C2c2ccccc2)c(Cl)cc1Cl | -5% | 0% | 6% | 0 | -3% | 0% | 39% | 3% | 0%
COc1ccccc1CNC(=O)C1(c2cccs2)CCOCC1 | 1% | -2% | 3%[59 µM] | 2 | -2% | -11% | 33% | 1% | -1%
O=C(NCCC1CCCCN1S(=O)(=O)c1ccccc1)C(=O)Nc1ccc(F)cc1F (stereo not drawn) | 6% | 4% | 3%[0.501 µM] | -5 | 7% | -3% | 20% | -13% | -6%
Cc1cc(OCC(=O)Nc2ccc3c(c2)OCCO3)cc(C)c1Cl | -4% | -13% | 11%[59 µM] | 0 | 7% | -2% | 82%[activator] | -11% | -6%
O=C(NCCc1ccccc1)C(=O)NCC(c1ccco1)S(=O)(=O)c1ccccc1 (stereo not drawn) | 20% | 0% | -7%[59 µM] | -1 | 0% | -9% | 25% | 0% | 5%
CCOc1ccc(NC(=O)NCCCN2CCN(c3ccc(F)cc3)CC2)cc1 | 3% | 29% | ? | 2 | -26% | -29% | 10% | -10% | 3%
COc1ccc(N2CCN(Cc3nc(-c4ccccc4)no3)CC2)cc1 | 0% | 5% | . | 5 | -5% | ? | ? | 15% | -7%
O=C(NCc1ccc(Cl)cc1)C(=O)NCC(c1cccs1)S(=O)(=O)c1ccc(Cl)cc1 (stereo not drawn) | 17% | 0% | 10%[59 µM] | 2 | -4% | -18% | 13% | 8% | -10%
O=C(CSc1nnc(-c2ccccc2F)n1CCc1ccccc1)Nc1ccc2[nH]c(=O)[nH]c2c1 | 10% | 2% | -49%[59 µM] | 5 | -28% | -36% | 14% | -8% | -10%

Single records, from the list above. Order of screens: Pin1 inhibitor, GLS inhibitor, G9a block, PI4K2A block, BAZ2B block, JMJD2A Tudor, HP1b chromo inh, ERG-DNA inh, Tb PGK inh
CC(=O)c1cccc(NC(=O)c2nccnc2C(=O)O)c1 is listed as -3%, 1%, ?, 8, -10%, 20µM*, 15%, 9%, i
O=C(NCCc1ccccc1)C(=O)NCC(c1ccco1)S(=O)(=O)c1ccccc1 (stereo not drawn) is listed as 20%, 0%, -7%[59 µM], -1, 0%, -9%, 25%, 0%, 5%
